Screening results: PubChem, NCI
yeast rad50 – NCI yeast anticancer drug screen, S. cerevisiae rad50 strain; growth inhibition, % at 50 µM; AID 155; 10% of 79,000 active;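 also: 0% = growth of vehicle-only cultures of the same strain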
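Readout: growth inhibition relative to vehicle-treated cultures. Compound exposure was carried out in a genetically defined yeast strain deficient in DNA damage repair.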
bub3 – NCI yeast anticancer drug screen, S. cerevisiae bub3 mutant strain. growth inhibition, % at 50 µM. 9.9% of 78,000 active. AID 167;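 also: 0% = growth of vehicle-only cultures of the same strain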
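Whole-cell yeast assay. The mutant strain was incubated with compounds, and growth inhibition was determined by comparison with vehicle-treated cells.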
mec2-1 – NCI yeast anticancer drug screen, S. cerevisiae mec2-1 strain; 9% of 79,000 active; growth inhibition, % at 50 µM;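 also: 0% = growth of vehicle-only cultures of the same strain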
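Compounds were applied to mec2-1 yeast cells. Their growth was then compared with that of vehicle-treated cultures to give growth inhibition.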
sgs1 mgt1 – NCI yeast anticancer drug screen, S. cerevisiae sgs1 mgt1 strain; 10% of 78,000 active; AID 161; % growth inhibition at 50 µM;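 also: 0% = growth of vehicle-only cultures of the same strain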
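This yeast growth screen uses a strain with defined DNA-repair lesions; compound-treated growth is compared with vehicle-treated growth.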
yeast cln2 rad14 – NCI yeast anticancer drug screen, S. cerevisiae cln2 rad14 strain. % growth inhibition at 50 µM. 8.3% of 78,000 active. AID 165;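 also: 0% = growth of vehicle-only cultures of the same strain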
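Test compounds were added to cln2 rad14 yeast cultures; inhibition of growth was then determined by comparison with vehicle treatment.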
yeast mlh1 rad18 – NCI yeast anticancer drug screen, S. cerevisiae mlh1 rad18 strain; growth inhibition, % at 50 µM; 11% of 79,000 active; AID 175;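 also: 0% = growth of vehicle-only cultures of the same strain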
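Steps: expose repair-defective yeast to compound; measure growth; express inhibition against vehicle-treated controls.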
Numbers without * were called inactive; . = no result given; & = joins results of further samples. Rule as the data show it: active = growth inhibition above about 70%; inactive = the rest.

Preview, seven compounds:
SMILES	yeast rad50	bub3	mec2-1	sgs1 mgt1	yeast cln2 rad14	yeast mlh1 rad18
CN(C)CCC1(C2=CCCC2)CC/C(=C\c2ccccc2)C1=O (centres undefined)	17	-46	-18	-6	15	2
CCCCSc1nc2c(=O)[nH][nH]c(=O)c2n1Cc1ccccc1	12	-1	3	23	15	2
C=CCN(N=O)C(=O)N(CCCCC(NC(C)=O)C(=O)NCc1ccccc1)Cc1ccccc1 (centres undefined)	-1	-22	-13	-21	-26	-17
Nc1nc(N)nc(-c2ccccc2NS(=O)(=O)c2ccc([N+](=O)[O-])cc2)n1	2	11	22	6	3	38
CC(=S)NC=C(C(N)=O)C(N)=O	7	-4	1	12	16	-16
OC1COc2ccccc2OCCOCCOc2ccccc2OC1	-7	11	-1	11	-6	11
CCOC(=O)c1cn(Cc2ccccc2)c(=O)n1Cc1ccccc1	36	42	23	24	-2	56

The list itself, previewed entries included:
SMILES	yeast rad50	bub3	mec2-1	sgs1 mgt1	yeast cln2 rad14	yeast mlh1 rad18
CN(C)CCC1(C2=CCCC2)CC/C(=C\c2ccccc2)C1=O (centres undefined)	17	-46	-18	-6	15	2
CCCCSc1nc2c(=O)[nH][nH]c(=O)c2n1Cc1ccccc1	12	-1	3	23	15	2
C=CCN(N=O)C(=O)N(CCCCC(NC(C)=O)C(=O)NCc1ccccc1)Cc1ccccc1 (centres undefined)	-1	-22	-13	-21	-26	-17
Nc1nc(N)nc(-c2ccccc2NS(=O)(=O)c2ccc([N+](=O)[O-])cc2)n1	2	11	22	6	3	38
CC(=S)NC=C(C(N)=O)C(N)=O	7	-4	1	12	16	-16
OC1COc2ccccc2OCCOCCOc2ccccc2OC1	-7	11	-1	11	-6	11
CCOC(=O)c1cn(Cc2ccccc2)c(=O)n1Cc1ccccc1	36	42	23	24	-2	56
CC(=O)Nc1ccccc1N	15	-14	15	-3	5	14
Cc1no[n+]([O-])c1/C=N/NS(=O)(=O)c1ccccc1	2	-3	-18	-13	-6	-23
O=C1OC(C(Cl)(Cl)Cl)NC1Cc1ccccc1 (centres undefined)	7	-7	8	-3	-21	17
O=C(N/N=C/c1ccc(Cl)cc1Cl)c1cccc2ccccc12	8	12	-6	-15	-6	3
CC12CC3CC(C1)CC(NCCO)(C3)C2	-1	-5	-14	-14	-84	-4
CCOC(=O)C(O)(C#CC(C)C)C1CCCC1 (centres undefined)	-15	-6	13	-5	5	-7
Cc1ccccc1NCCC#N	10	-14	-22	-25	-7	2
CCOC(=O)c1ccc(O)c(O)c1	16&-24	1&-12	7&-28	4&-7	9&-12	-6&-9
Cc1c(Br)[n+](=O)c2ccccc2n1[O-]	2	12	6	17	14	22
CCOC(=O)/C(C(=S)Nc1ccccc1)=C(/N)N1CCCC1	-7	-7	-17	-9	-40	-20
CC(=O)Nc1ccc(NC(=O)NCCCCCCNC(=O)Nc2ccc(NC(C)=O)cc2)cc1	-2	-2	3	-22	-21	6
O=C(O)CC(CC(=O)O)C(c1ccccc1)c1ccccc1Br (centres undefined)	23	0	14	32	16	5
COc1cc2c(cc1OC)C1Cc3ccccc3CN1CCC2 (centres undefined)	-32	-7	-22	-40	-8	-7
CCSC1C(N=[N+]=[N-])C(CO)OC1n1cnc2c(N)ncnc21 (centres undefined)	1	-2	-3	9	11	5
COC(=O)C1CC2C3CC(C(=O)OC)C(C3)C2C1 (centres undefined)	25	14	1	11	-17	12
CC1(C)C(O)C[C@]23CCC[C@](C)(C[C@@H](O)C12)C3 (some centres undefined)	-21	16	-18	-11	2	-24
COc1ccccc1C(C)c1ccc2ccccc2c1C(=O)O (centres undefined)	95*	93*	94*	95*	96*	96*
O=C(Nc1ccccc1)c1ccccc1	12	-1	16	1	2	16

Two compounds picked at random from the list so far:
SMILES	yeast rad50	bub3	mec2-1	sgs1 mgt1	yeast cln2 rad14	yeast mlh1 rad18
CN(C)CCC1(C2=CCCC2)CC/C(=C\c2ccccc2)C1=O (centres undefined)	17	-46	-18	-6	15	2
COC(=O)C1CC2C3CC(C(=O)OC)C(C3)C2C1 (centres undefined)	25	14	1	11	-17	12

The list continues:
SMILES	yeast rad50	bub3	mec2-1	sgs1 mgt1	yeast cln2 rad14	yeast mlh1 rad18
Cc1nc2c(nc1C)C(=O)C1=C(C2=O)C2C=CC1CC2	90*	94*	75*	95*	57	92*
N#CSCCSCc1ccc(Cl)cc1	99*	99*	100*	99*	99*	99*
CCS/C(C#N)=C(/OC)c1ccccc1Cl	35	8	42	54	20	16
COc1ccc2ccc3c(CCN(C)C#N)cc4c(c3c2c1OC(C)=O)OCO4	12	-1	-2	-9	7	0
CC1=C(C)CC2C(=O)OC(=O)C2C1 (centres undefined)	2	5	-6	-12	-6	1
CCOC(=O)c1ccc(NC(=O)SCCC(=O)O)cc1	21	-10	-20	-7	16	14
CC(C)n1c(=O)n(C)c(=O)c2c1ncn2C	-18	-5	-10	-19	-33	4
C[Si](C)(C)/C(=N/Nc1ccc([N+](=O)[O-])cc1[N+](=O)[O-])c1ccccc1	-13	-8	10	-13	-14	-7
C=C(c1ccccc1)C1(O)CCCCC1N(C)C (centres undefined)	-24	11	-14	1	-12	12
O=c1cc2n(c(=O)n1Cc1ccccc1)CCC2	11	-4	4	2	2	-6
O=C(O)C(Cc1c[nH]c2ccccc12)N1C(=O)c2ccccc2C1=O (centres undefined)	18	-2	27	-8	-12	29
CC(C)(C)OC(=O)NC(CCCCNC(=O)OCc1ccccc1)C(=O)NCCNc1ccc(NCCNC(=O)C(CCCCNC(=O)OCc2ccccc2)NC(=O)OC(C)(C)C)c2c1C(=O)c1ccccc1C2=O (centres undefined)	-4	-32	0	-27	-1	-53
O=C(CC(=O)c1ccccc1)Nc1ccc([N+](=O)[O-])cc1	-12	-15	-43	-28	-164	5
COc1cc(C2CC(C)(OC)Oc3cc4c(cc32)OCO4)cc(OC)c1OC (centres undefined)	43	19	-3	3	20	20
OCCCOc1ccc2ccccc2c1	21	-7	10	28	4	10
O=C(Nc1ccc(CCO)cc1)Nc1ccc(Cl)cc1[N+](=O)[O-]	-6	22	35	26	-19	18
CCc1n[nH]c(=O)n1-c1ccncc1	2	6	2	-5	-10	11
O=[N+]([O-])c1ccc(N=Nc2c(S(=O)(=O)O)cc3cc(S(=O)(=O)O)ccc3c2O)c([N+](=O)[O-])c1	24	32	1	31	31	20
CCN(CC)CCCNc1ccnc2c(N)cccc12	3	5	1	6	10	7
CCOC(=O)/C(=C\OC(=O)c1ccccc1)NC(=O)Cc1ccccc1	-2	37	26	22	-99	23
Cc1cccc(C)n1	-2	-7	-22	-3	-2	-21
CC/C=C(\CCC)C(C#N)(CC)C(=O)OCC (centres undefined)	9	-25	-34	-21	-8	-10
Cc1nc2c(-c3ccccc3)[nH]c(C)c2c(=O)o1	-17	-18	-40	-32	-9	-24
Cc1ccc(NC(=O)c2ccco2)c(C)c1	-2	8	-3	5	3	-3
CC(C)(C)C(N)=O	2	-7	-1	4	-4	-1
Following part.
SMILES	yeast rad50	bub3	mec2-1	sgs1 mgt1	yeast cln2 rad14	yeast mlh1 rad18
C=CCc1ccccc1CC1(OCC)OC(=O)c2ccccc21 (centres undefined)	41	35	56	48	10	46
Cc1ccc(NC(=O)C2C(=O)C(=O)N(c3ccc(C)cc3)C2=O)cc1 (centres undefined)	-22	4	-26	0	-74	-24
Clc1ccc(CN2COc3c(cc(Cl)c4cccnc34)C2)cc1	8	99*	63	16	99*	24
CCCCCCCCCCCCc1c2ccccc2cc2ccccc12	4	25	-4	-5	-11	10
CC(=O)OC1COC(Nc2nc(N)n(C)c(=O)c2N=O)C(OC(C)=O)C1OC(C)=O (centres undefined)	-3	-4	-21	-13	-20	-15
Cn1c(/N=C(/N)N=C(N)N)cc(=O)n(C)c1=O	13	30	5	20	35	22
CCOC(=O)c1c(C#N)c2cnn(-c3ccccc3)c2n2cccc12	14	-8	10	-2	-64	36
Nc1ncnc2c1nc(Cl)n2C1OC2COP(=O)(O)OC2C1O (centres undefined)	-13&-16	-42&-27	3&-8	-1&-21	-41&-9	-11&-14
Nc1cc(=O)nc2cn[nH]n12	-12	-33	-50	-9	12	-15
COc1ccc(-c2cc(-c3cc(C)ccc3O)[nH]c(=O)n2)cc1	22	8	13	20	33	20
COC(=O)C(C)CN1CCCCCC1 (centres undefined)	-4	5	-16	-7	1	9
O=C1/C(=C/c2cccnc2)SC(=S)N1Cc1ccco1	3	-6	-21	-9	40	1
CCCCOC1NC(=O)NC(=O)C1(F)C(=O)OCC (centres undefined)	4	-10	-10	5	9	-1
CC(C)(C)CC(C)(C)c1ccc(O)c(SSc2cc(C(C)(C)CC(C)(C)C)ccc2O)c1	12&5	0&12	4&-16	-9&8	-18&13	24&7
O=C(c1ccc(Cl)cc1)c1nc2ccccc2[nH]1	59	31	15	35	11	27
Nc1ccn(COC(COCc2ccccc2)COCc2ccccc2)c(=O)n1	4	-2	-10	-20	1	11
C=C1CN(C(=O)NCCCl)C1	11	4	17	4	-11	-8
CC[n+]1ccc(/C=C\c2c(Cl)cccc2Cl)cc1	-1	8	-18	6	3	12
Nc1cccc(S(=O)(=O)NNc2cc(Cl)ccc2Cl)c1	99*	98*	99*	99*	99*	99*
CCCCNC(=O)CC(NCc1ccccc1)C(=O)O (centres undefined)	-2	11	1	11	-19	0
c1cncc(CCc2ccncc2)c1	-19	-14	-61	-27	12	19
CN(C)C=Nc1cccc2cnccc12	25	13	3	14	21	-17
CCOC(=O)[C@H](Cc1ccccc1)NC(=O)c1nc[nH]c1[N+](=O)[O-]	-10	1	-9	-31	6	-34
COc1cc2c(cc1OC)C(=O)C1(C2)[C@H](c2ccccc2)C2C(=O)c3cc(OC)c(OC)cc3C2[C@H]1c1ccccc1 (some centres undefined)	-2	46	3	30	18	23
COc1ccc(C(=O)/C=C/c2ccc(OCCCCCCCCCCOc3ccc(/C=C/C(=O)c4ccc(OC)cc4)cc3)cc2)cc1	-14	-30	-15	-17	-15	-17
(more compounds)
SMILES	yeast rad50	bub3	mec2-1	sgs1 mgt1	yeast cln2 rad14	yeast mlh1 rad18
C=CCOC(=O)OCCO	6	-6	-1	-3	-35	-16
COC(=O)C1C2C=CC(C2)N1[C@@H](C)c1ccccc1 (some centres undefined)	9	-28	-28	-40	-6	-21
COc1c(OC)c(OC)c2c(=O)cc(-c3ccc(OC(C)C)cc3)oc2c1OC	-5	17	18	18	-34	-4
Nc1nc(N)nc(-c2ccccc2Cl)n1	4	.	-11	.	.	32
Cc1ccc(Cl)cc1NN	97*	97*	99*	49	98*	48
OC1CSCCc2ccccc21 (centres undefined)	5	-3	6	16	-13	16
O=C(O)/C=C/SCc1ccccc1	10	1	-13	1	-4	-3
O=Cc1cccnc1	33	2	-23	-13	-3	9
O=[N+]([O-])c1ccc(N=Cc2ccc(O)cc2)cc1	-18	-4	-19	-30	-27	-67
CCCCc1cc(O)ccc1O	21	28	11	44	20	64
CCN(CC)Cc1cc2[nH]c3c4ccc(Cl)cc4ncc3c2cc1OC	24	-46	12	-6	-3	-43
N#Cc1ccccc1NC(=O)Nc1ccc(Cc2ccc(NC(=O)Nc3ccccc3C#N)cc2)cc1	5	8	-11	8	19	-1
CC1=NN(c2ccc(N)cc2)C(=O)C1	33	11	7	12	-52	-1
Cc1ccc(S(=O)(=O)OCC2OC(CCCO)C/C([Si](C)(C)C)=C\CC2Cl)cc1 (centres undefined)	49	34	20	38	32	19
NC(=O)c1[nH]c(N=Nc2ccc(S(N)(=O)=O)cc2)nc1N	29	-16	14	15	-5	18
NC(=O)c1cncc(F)c1	1	12	-4	-9	13	9
CNc1nc2c(C)ccc3[nH]c(N(C)C)nc3c-2n1	14	5	-33	11	8	-11
N#CCc1c(Cl)ccc(Cl)c1Cl	37	59	46	45	4	40
C=C1C[C@@H](O)C[C@@]2(C)C[C@@H]3OC(=O)C(=C)[C@@H]3C[C@H]12	-6	-17	-3	16	14	20
CCOc1ccc(/C=C2/NC(=S)N(CN3CCCCC3)C2=O)cc1	5	-2	-29	25	-19	25
CN(C)C(=S)NCc1ccccc1	-1	12	-5	16	-4	10
C/C(=C/C(=O)Nc1ccccc1)Nc1c(C)n(C)n(-c2ccccc2)c1=O	-1	-2	-5	-3	-52	1
NC(=O)COC1OC(CO)C(O)C(O)C1O (centres undefined)	-3	0	-4	-5	-45	-4
CCC1(CC)C(=O)N(C(=O)c2ccc(C)cc2)N(C(=O)c2ccc(C)cc2)C1=O	4	3	-6	15	18	-17
CC(C)=CCCC(C)CCOC(=O)Nc1ccccc1 (centres undefined)	-12	7	-14	8	0	12
ON(C(=S)Nc1ccccc1)c1ccccc1	21	8	13	21	-14	16
NNC(=O)c1ccc([N+](=O)[O-])cc1	-26	-25	-1	-7	-20	-14
C=C1C(c2ccccc2)C(c2ccccc2)=C(C)C(c2ccccc2)=CN1C(=O)c1ccccc1 (centres undefined)	-3	-5	9	-9	23	15
